Rpn11 block = inhibitors of human proteasome Rpn11; O00487; human 26S proteasome, Ub4-pepOG fluorescence polarization; 20S core pre-blocked with epoxomicin; calls only at 20 µM; actives 0.59% (n = 360,000);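 active means inhibition at 20 µM, scaled to each plate's controls, above about 33%, limit read from the data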
Target sequence (O00487 whole entry, looked up): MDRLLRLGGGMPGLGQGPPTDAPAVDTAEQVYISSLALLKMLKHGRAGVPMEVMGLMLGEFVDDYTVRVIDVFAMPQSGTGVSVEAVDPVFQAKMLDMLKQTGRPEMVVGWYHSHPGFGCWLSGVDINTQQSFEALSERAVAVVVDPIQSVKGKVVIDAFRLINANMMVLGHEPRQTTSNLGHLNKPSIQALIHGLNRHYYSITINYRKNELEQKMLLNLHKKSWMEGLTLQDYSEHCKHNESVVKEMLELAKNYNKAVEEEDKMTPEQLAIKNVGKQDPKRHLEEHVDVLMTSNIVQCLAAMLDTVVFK
NadD inh = inhibitors of Staphylococcus aureus NadD; purified NadD enzyme, colorimetric absorbance read-out; inhibition, % at 20 µM; actives 0.78% (n = 360,000); in the data active means inhibition above about 26%; further: some compounds past the cut are filed as inactive
DNMT1 block = blocks human DNA methyltransferase DNMT1. P26358. DNMT1 molecular beacon, Hinp1I cleavage, fluorescence. inhibition (reported as % activation of signal), % at 10 µM. actives 0.83% (n = 360,000). AID 588458; in the data active means inhibition above about 50%
STEP block = blocks human striatal-enriched tyrosine phosphatase | recombinant STEP, OMFP fluorogenic substrate, fluorescence | actives 0.25% (n = 360,000) | inhibition, % at 20 µM;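 active means inhibition at 20 µM, scaled per plate between control wells, above about 37%, limit read from the data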;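 further: 0% = DMSO with enzyme and substrate and 100% = substrate only without enzyme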
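Also added – OMFP at 25 µM · Test system – STEP tyrosine phosphatase · Technique – FITC-channel fluorescence of OMFP product · Schedule – 20 min at room temperature, dark · Evaluation – control-normalized % inhibition with plate pattern correction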
CendR NRP1 mod = modulators of CendR peptide binding to human neuropilin-1. O14786. FAM-RPARPAR peptide binding to NRP-1, fluorescence polarization. inhibition, % at 25 µM. actives 0.85% (n = 360,000). AID 602438;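 active means inhibition or corrected inhibition above about 18%, plus a signal ratio from 0.5 to 1.5, limit read from the data, passing the limit was not always enough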; further: strong numbers were not always called active
SUMO1 PPI mod = SUMO1-SIM interaction modulation | P63165 | SUMO1 binding to a labelled peptide, TR-FRET, 1 h | inhibition, % at 20 µM | actives 0.33% (n = 360,000) | AID 602429; in the data active means inhibition above about 37%
Target sequence (P63165 whole entry, looked up): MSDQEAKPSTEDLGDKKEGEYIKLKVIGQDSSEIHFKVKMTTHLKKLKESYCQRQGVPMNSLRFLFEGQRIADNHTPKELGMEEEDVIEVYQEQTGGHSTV
SKN-1 block = C. elegans SKN-1 inhibition. C. elegans VP596 Pgst-4::GFP/RFP ratio, acrylamide-induced, 24 h. inhibition, % at 21.8 µM. actives 0.49% (n = 360,000). AID 624304;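 active means interference check ratio from 0.5 to 1.5 plus GFP to RFP signal ratio inhibition reaching or exceeding a fixed threshold, cut at about 30% in these data, passing the limit was not always enough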; further: some compounds called inactive have numbers as strong as hits
Scp-1 inhibitor = Scp-1 (human) phosphatase inhibition | inhibition, % at 20 µM | Q9GZU7 | actives 0.88% (n = 340,000) | AID 493091 | Recombinant Scp1, phosphopeptide, malachite green phosphate absorbance;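 active means inhibition above about 50% at 20 µM, limit read from the data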;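 further: plate controls were DMSO wells with enzyme for no effect and wells lacking enzyme for full effect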
Target sequence (Q9GZU7 76-261 limits assumed): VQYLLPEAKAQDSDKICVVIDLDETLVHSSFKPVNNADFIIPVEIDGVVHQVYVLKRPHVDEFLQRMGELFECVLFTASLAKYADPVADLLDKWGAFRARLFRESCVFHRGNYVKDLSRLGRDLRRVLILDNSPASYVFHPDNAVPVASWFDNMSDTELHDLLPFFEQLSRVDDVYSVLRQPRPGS
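Incubation: 45 min enzyme reaction at room temperature / System: truncated SCP-1 phosphatase (76-261aa) / Reagent: Phospho 17-mer peptide substrate / Buffer or medium: Acidic Tris acetate buffer with magnesium and detergent / Signal: absorbance at 630 nm / Doses: one concentration, 20 µM, with 1.0% DMSO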
MT1-MMP act inh = inhibitors of human MT1-MMP activation. HT1080 RFP-PRO-GFP cells, GFP/RFP ratio fluorescence, overnight; percent of plate control window, DMSO zero. GFP/RFP ratio change, % at 20 µM. actives 0.061% (n = 360,000). AID 651647;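 active means GFP/RFP ratio change of at least 30% with cell ATP level not reduced by more than half and red fluorescence within 50% of control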; further: strong numbers were not always called active
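Assay system: HT1080 RFP-PRO-GFP cells. Benchmarks: DMSO vehicle wells and RFP-L50D-GFP reporter cell wells. Times: overnight cell settling, then overnight compound exposure, 37 °C, 5% CO2. Compound: 20 µM single dose, 1% DMSO. Read-out basis: GFP/RFP fluorescence ratio.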
LMPTP block = blocks human LMPTP phosphatase. inhibition, % at 20 µM. actives 0.22% (n = 360,000). recombinant LMPTP-A, OMFP fluorogenic substrate, fluorescence intensity;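 active means compounds that cut the enzyme signal by at least half of the control window in the single-dose screen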;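 further: plate controls were DMSO wells with enzyme plus substrate for no effect and substrate without enzyme for full effect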
Target sequence (P24666 whole entry, looked up): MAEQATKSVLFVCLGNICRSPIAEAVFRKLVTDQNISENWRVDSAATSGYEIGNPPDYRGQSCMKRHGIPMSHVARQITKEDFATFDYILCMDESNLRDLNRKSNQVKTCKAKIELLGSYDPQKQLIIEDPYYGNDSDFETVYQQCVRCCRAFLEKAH
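Assay system: LMPTP-A phosphatase enzyme | Input: 0.625 nM enzyme | Also added: Fluorogenic phosphatase substrate OMFP at 400 µM final | Compound dosing: One test concentration per compound, 20 µM, with 3% DMSO overall | Schedule: 50 min enzyme reaction at room temperature, protected from light | Signal: Fluorescence intensity | Benchmarks: no-enzyme and uninhibited controls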
* hit, by the source's call.

Screening Cc1ccc(/C=C/C(=O)N2CCN(S(=O)(=O)/C=C/c3ccccc3)CC2)o1 returned Rpn11 block inactive, NadD inh -5.3, DNMT1 block -0.6, STEP block 0.1, CendR NRP1 mod -6.2, SUMO1 PPI mod -10.8, SKN-1 block -9.8, Scp-1 inhibitor -12.6, MT1-MMP act inh -0.2 and LMPTP block -0.9.
O=[N+]([O-])c1ccc2c(c1)nc1n2CCCCC1 was read as Rpn11 block inactive, NadD inh 0.7, DNMT1 block -1.8, STEP block 2.1, CendR NRP1 mod 3.2, SUMO1 PPI mod -13.3, SKN-1 block 13.1, Scp-1 inhibitor -5.3, MT1-MMP act inh -1.1 and LMPTP block -0.6.
For O=C(CN1C(=O)NC2(CCCC2)C1=O)OCc1ccc(Cl)cc1Cl the results were Rpn11 block inactive, NadD inh -5.3, DNMT1 block 1.2, STEP block -1.1, CendR NRP1 mod 9.5, SUMO1 PPI mod 3.1, SKN-1 block -0.8, Scp-1 inhibitor -7.6, MT1-MMP act inh 3.9 and LMPTP block -0.1.
Screening CCCc1cc(=O)oc2c(CN3CCN(C)CC3)c(O)ccc12 returned Rpn11 block inactive, NadD inh -3.3, DNMT1 block 0.1, STEP block 2.9, CendR NRP1 mod 7.4, SUMO1 PPI mod 4.2, SKN-1 block 7.4, Scp-1 inhibitor -13.1, MT1-MMP act inh 1.3 and LMPTP block -1.4.
`O=C(Nc1ccc(Cl)cc1)c1csc(Cc2ccccc2)n1` gave Rpn11 block inactive, NadD inh -6.3, DNMT1 block -0.8, STEP block -3.8, CendR NRP1 mod 12.8, SUMO1 PPI mod -4.8, SKN-1 block 7.3, Scp-1 inhibitor -14.2, MT1-MMP act inh 4.2 and LMPTP block -0.5.
`O=C(c1ccc(NS(=O)(=O)c2cccs2)cc1)N1CCN(c2ccccc2Cl)CC1` gave Rpn11 block inactive, NadD inh -1.7, DNMT1 block -0.7, STEP block -0.8, CendR NRP1 mod 2.4, SUMO1 PPI mod 4.5, SKN-1 block -4.5, Scp-1 inhibitor -1.4, MT1-MMP act inh 2.3 and LMPTP block 3.7.
CCO[C@H]1OC(C(=O)NCc2ccccc2)=C[C@@H](C)[C@@H]1CCCO was read as Rpn11 block inactive, NadD inh 2.4, DNMT1 block 5.1, STEP block -0.6, CendR NRP1 mod -6.7, SUMO1 PPI mod -0.2, SKN-1 block 4.2, Scp-1 inhibitor -10.3, MT1-MMP act inh 5.8 and LMPTP block -0.4.
`CCOc1ccc(NC(=S)Nc2cccc3cnccc23)cc1` gave Rpn11 block inactive, NadD inh -1.9, DNMT1 block -5.4, STEP block 5.1, CendR NRP1 mod 17.1, SUMO1 PPI mod -12.0, SKN-1 block 20.0, Scp-1 inhibitor -4.9, MT1-MMP act inh -5.6 and LMPTP block 3.4.
COc1cc(OC)cc(C(=O)N2CCN(C3CCCCC3)CC2)c1 was read as Rpn11 block inactive, NadD inh 4.0, DNMT1 block 1.2, STEP block -0.4, CendR NRP1 mod -7.5, SUMO1 PPI mod 0.2, SKN-1 block 5.0, Scp-1 inhibitor -4.5, MT1-MMP act inh -3.7 and LMPTP block -1.4.
`Cc1ccc(S(=O)(=O)NCCC(=O)Nc2ncccc2O)cc1C` gave Rpn11 block inactive, NadD inh -1.9, DNMT1 block -1.2, STEP block -3.3, CendR NRP1 mod -4.9, SUMO1 PPI mod 0.4, SKN-1 block 5.6, Scp-1 inhibitor -7.6, MT1-MMP act inh 2.1 and LMPTP block -1.1.

The final two records of the section before are carried over, then new ones follow:
COc1cc(OC)cc(C(=O)N2CCN(C3CCCCC3)CC2)c1 was read as Rpn11 block inactive, NadD inh 4.0, DNMT1 block 1.2, STEP block -0.4, CendR NRP1 mod -7.5, SUMO1 PPI mod 0.2, SKN-1 block 5.0, Scp-1 inhibitor -4.5, MT1-MMP act inh -3.7 and LMPTP block -1.4.
`Cc1ccc(S(=O)(=O)NCCC(=O)Nc2ncccc2O)cc1C` gave Rpn11 block inactive, NadD inh -1.9, DNMT1 block -1.2, STEP block -3.3, CendR NRP1 mod -4.9, SUMO1 PPI mod 0.4, SKN-1 block 5.6, Scp-1 inhibitor -7.6, MT1-MMP act inh 2.1 and LMPTP block -1.1.
`Cc1cc(C(=O)N/N=C2/CC(C)CC(C)(C)C2)c(C)o1` (stereo not given) gave Rpn11 block inactive, NadD inh -1.3, DNMT1 block 1.4, STEP block 2.3, CendR NRP1 mod 11.1, SUMO1 PPI mod 0.5, SKN-1 block 1.4, Scp-1 inhibitor -4.9, MT1-MMP act inh -3.2 and LMPTP block -0.1.
`CCOCCCn1c(=S)[nH]c2cc(C(=O)NCC(OC)OC)ccc2c1=O` gave Rpn11 block inactive, NadD inh -0.7, DNMT1 block -0.2, STEP block 2.6, CendR NRP1 mod 0.9, SUMO1 PPI mod 1.2, SKN-1 block -30.6, Scp-1 inhibitor 0.4, MT1-MMP act inh 3.2 and LMPTP block -0.3.
For O=C(C[C@H]1C[C@H](C(=O)N2CCCCC2)[C@@]2(CCc3ccccc3)c3[nH]c4cc(-c5ccco5)ccc4c3CCN2C1=O)NCc1cccc(C(F)(F)F)c1 the results were Rpn11 block active, NadD inh 53.7*, DNMT1 block -5.0, STEP block -2.5, CendR NRP1 mod -51.6, SUMO1 PPI mod 0.4, SKN-1 block 12.8, Scp-1 inhibitor -1.3, MT1-MMP act inh -9.6 and LMPTP block -0.6.
`Cc1nn(-c2ccccc2Cl)c(Cl)c1/C=C(\C#N)C(N)=O` gave Rpn11 block inactive, NadD inh -1.2, DNMT1 block -0.3, STEP block -1.5, CendR NRP1 mod -10.7, SUMO1 PPI mod -6.5, SKN-1 block 10.2, Scp-1 inhibitor -7.8, MT1-MMP act inh -4.9 and LMPTP block 0.3.
COc1ccc(CCNC(=O)c2cccnc2)cc1OC was read as Rpn11 block inactive, NadD inh -1.7, DNMT1 block 2.1, STEP block 3.5, CendR NRP1 mod -2.5, SUMO1 PPI mod 6.4, SKN-1 block 2.6, Scp-1 inhibitor 2.3, MT1-MMP act inh 6.1 and LMPTP block -1.6.
Screening COC(=O)CSc1nnc(SCc2ccccc2)s1 returned Rpn11 block inactive, NadD inh -4.2, DNMT1 block 2.3, STEP block 2.4, CendR NRP1 mod -0.7, SUMO1 PPI mod -0.6, SKN-1 block 13.5, Scp-1 inhibitor -2.7, MT1-MMP act inh -2.0 and LMPTP block 0.0.
Screening CC1=C(C(=O)N2CCCCCC2)CC(CC(=O)NCc2ccco2)C(=O)N1Cc1ccccc1 (stereo not given) returned Rpn11 block inactive, NadD inh -7.9, DNMT1 block 7.5, STEP block 0.1, CendR NRP1 mod 4.6, SUMO1 PPI mod -1.7, SKN-1 block 16.1, MT1-MMP act inh 4.2 and LMPTP block -1.6.
For CCCCn1c(SCC(=O)NCc2ccco2)nnc1-c1ccoc1C the results were Rpn11 block inactive, NadD inh 19.9, DNMT1 block 40.7, STEP block 3.1, CendR NRP1 mod -75.6, SUMO1 PPI mod 21.5, SKN-1 block -21.4, Scp-1 inhibitor 97.2*, MT1-MMP act inh -6.4 and LMPTP block 0.7.
`COc1cccc(-c2cc(C(=O)Nc3ccccc3)c3ccccc3n2)c1` gave Rpn11 block inactive, NadD inh 6.8, DNMT1 block -7.4, STEP block -3.0, CendR NRP1 mod -5.7, SUMO1 PPI mod 1.2, SKN-1 block -0.6, Scp-1 inhibitor -7.2, MT1-MMP act inh 1.7 and LMPTP block 1.2.
`N#C/C(=C\c1c[nH]c2ccccc12)C(=O)Nc1ncc(Cc2ccc(Cl)cc2Cl)s1` gave Rpn11 block inactive, NadD inh 38.1*, DNMT1 block -14.4, STEP block -1.8, CendR NRP1 mod -31.8, SUMO1 PPI mod 2.0, SKN-1 block 1.7, Scp-1 inhibitor -2.7, MT1-MMP act inh 2.6 and LMPTP block 2.4.
For CC(=O)n1cc(/C=N/NC(=O)c2ccccc2Cl)c2ccccc21 the results were Rpn11 block inactive, NadD inh -3.4, DNMT1 block -3.5, STEP block -4.2, CendR NRP1 mod -2.0, SUMO1 PPI mod -3.3, SKN-1 block -2.7, Scp-1 inhibitor -15.9, MT1-MMP act inh -2.1 and LMPTP block 1.2.
Screening CC(C)(C)C(=O)Nc1ccc(/C=C/C(=O)c2ccco2)cc1 returned Rpn11 block inactive, NadD inh -4.7, DNMT1 block -5.2, STEP block -1.7, CendR NRP1 mod -8.2, SUMO1 PPI mod -5.1, SKN-1 block -0.2, Scp-1 inhibitor -13.9, MT1-MMP act inh -5.7 and LMPTP block -2.1.
Screening COc1ccc(NC(=O)CS(=O)CC(=O)Nc2ccc(OC)c(OC)c2)cc1 (stereo not given) returned Rpn11 block inactive, NadD inh 4.5, DNMT1 block 0.4, STEP block -0.3, CendR NRP1 mod -5.3, SUMO1 PPI mod 0.6, SKN-1 block 20.9, Scp-1 inhibitor -0.1, MT1-MMP act inh 5.4 and LMPTP block 0.1.
`CCc1[nH]nc(C(=O)N2CCCC(C(=O)c3cccc(OC(C)C)c3)C2)c1C` (stereo not given) gave Rpn11 block inactive, NadD inh 3.3, DNMT1 block 2.0, STEP block -3.1, CendR NRP1 mod 4.5, SUMO1 PPI mod -8.5, SKN-1 block 4.4, Scp-1 inhibitor -1.4, MT1-MMP act inh -0.4 and LMPTP block -0.8.
For O=C(NCC1CCCO1)C1CCN(C2CCN(Cc3ccco3)CC2)CC1 (stereo not given) the results were Rpn11 block inactive, NadD inh 0.8, DNMT1 block 3.7, STEP block -1.9, CendR NRP1 mod -9.8, SUMO1 PPI mod -0.5, SKN-1 block 1.4, Scp-1 inhibitor 16.7, MT1-MMP act inh -6.0 and LMPTP block -1.6.
Screening COn1c(-c2ccccc2)nc2c1CCc1c-2no[n+]1[O-] returned Rpn11 block inactive, NadD inh -1.3, DNMT1 block 3.7, STEP block -5.2, CendR NRP1 mod 2.6, SUMO1 PPI mod -1.9, SKN-1 block -10.2, Scp-1 inhibitor 5.4, MT1-MMP act inh 2.2 and LMPTP block -0.7.
`Cc1cnn(C(=O)c2cc(-c3ccccn3)nc3ccc(Cl)cc23)c1` gave Rpn11 block inactive, NadD inh 4.3, DNMT1 block -0.1, STEP block 0.3, CendR NRP1 mod -4.8, SUMO1 PPI mod 1.2, SKN-1 block -1.8, Scp-1 inhibitor -1.0, MT1-MMP act inh -3.1 and LMPTP block -0.6.
CN(C)/C=N/C(=S)Nc1cc(Cl)cc(Cl)c1 was read as Rpn11 block inactive, NadD inh 3.7, DNMT1 block -0.1, STEP block 2.0, CendR NRP1 mod 8.7, SUMO1 PPI mod 2.9, SKN-1 block 2.4, Scp-1 inhibitor -9.0, MT1-MMP act inh 0.5 and LMPTP block 1.1.

From PubChem BioAssay
